Screening results from PubChem BioAssay.
EPAC2 ag – qHTS for Agonist of cAMP-regulated guanine nucleotide exchange factor 4 (EPAC2): primary screen; Rap guanine nucleotide exchange factor 4 (Homo sapiens), Q8WZA2; EPAC2 activation, biochemical qHTS; response scale: 100% = 6.5 mM cAMP response; Potency, µM (doses to about 154 µM), for inactives: at the highest dose activation, usual class: activators; 360,000 tested, 0.079% active; AID 720711, 2013; note: potency is the fitted concentration of half-maximal effect; nearly all actives have a fitted effect of over 50% in size
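Fluorescence exchange assay: 100 nM EPAC2 with 250 nM RAP1B-BODIPY-GDP and 50 uM GDP; compounds tested as a concentration-titration series (qHTS). Loss of Rap1-bound BODIPY-GDP fluorescence read at 480/540 nm; data normalized to 6.5 mM cAMP.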
EPAC2 antagonist – qHTS for Antagonist of cAMP-regulated guanine nucleotide exchange factor 2 (EPAC2): primary screen; Rap guanine nucleotide exchange factor 4 (Homo sapiens), Q8WZA2; EPAC2 GEF exchange of Rap1B-BODIPY-GDP, fluorescence; Potency, µM (top dose mostly 114 µM), without a hit: top-dose activity, negative = inhibition, actives largely listed as inhibitors; 360,000 tested, 0.18% active; AID 720708, 2013; note: potency is the fitted concentration of half-maximal effect; % is set by controls: 0 for no effect and ±100 for the full control effect; nearly all actives have a fitted effect of over 45% in size; many of its hits are not listed in these tables
aSyn yeast inh – qHTS of alpha-syn Inhibitors. Yeast expressing alpha-synuclein, growth rescue, BacTiter-Glo, 24 h. Potency, µM (doses to about 46.1 µM), inactives show at the top dose growth rescue (activation), most hits filed as activators. AID 652106, 2013. 370,000 tested, 0.14% active; note: potency is the fitted concentration of half-maximal effect; % of control where 0% means no effect; nearly all actives have a fitted effect of over 65% in size
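Rescue of yeast growth: cells expressing toxic alpha-synuclein, induced in galactose at OD600 0.02, incubated with compound 24 h at 30 C. ATP luminescence quantified growth; inhibitors of toxicity appear as activators.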
DRD3 antagonist – qHTS of D3 Dopamine Receptor Antagonist: qHTS | D(3) dopamine receptor (Homo sapiens), P35462 | max response, negative = inhibition, % | 360,000 tested, 2.5% active | D3R cells, DiscoveRx beta-arrestin luminescence, antagonist mode; hits give low values; in the data active = max response below about -50%; inconclusive = no clear call, values can overlap the other calls; note: % is set by controls: 0 for no effect and ±100 for the full control effect; mostly tested at two doses, the higher about 12 µM
Target sequence (P35462 whole entry, looked up): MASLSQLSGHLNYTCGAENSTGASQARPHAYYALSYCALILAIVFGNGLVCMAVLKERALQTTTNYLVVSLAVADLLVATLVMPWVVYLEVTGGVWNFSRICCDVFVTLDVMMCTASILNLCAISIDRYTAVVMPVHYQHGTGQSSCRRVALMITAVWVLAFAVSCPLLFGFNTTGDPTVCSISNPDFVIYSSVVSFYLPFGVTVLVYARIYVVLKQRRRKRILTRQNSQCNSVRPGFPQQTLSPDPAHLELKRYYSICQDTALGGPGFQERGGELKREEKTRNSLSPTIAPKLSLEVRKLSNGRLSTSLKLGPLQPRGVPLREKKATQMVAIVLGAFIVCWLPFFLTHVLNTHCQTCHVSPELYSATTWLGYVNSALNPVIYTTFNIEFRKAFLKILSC
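Cells expressing the human receptor were seeded at 1500 cells/well, incubated overnight at 37 degrees C in 5% CO2, then exposed to library compounds with dopamine controls for 90 minutes at 37 degrees C before luminescent detection.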
FUS yeast rescue – qHTS for Suppressors of FUS Proteinopathy: Primary screen using FUS-linked yeast assay | S. cerevisiae FUS-expressing, growth rescue, OD600, 24 h | Potency, µM (series often up to 76.6 µM), inactives show top-dose growth rescue (activation), most hits filed as activators | 390,000 tested, 0.24% active;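 note: potency is the fitted concentration of half-maximal effect; plate controls were DMSO vehicle for no effect and reference control for full effect; nearly all actives have a fitted effect of over 55% in size; some results filed as inactive show a strong effect at the top dose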
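Yeast expressing FUS under galactose induction, OD 0.005 in 2% galactose medium; compounds in a dilution series, 24 h at 30C. Growth rescue by absorbance at 600 nm; CP55940 positive control, DMSO negative.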
DRD3 agonist – qHTS of D3 Dopamine Receptor Agonist: qHTS. D(3) dopamine receptor (Homo sapiens), P35462. D3R DiscoveRx beta-arrestin cells, luminescence, 90 min. max activation, %. 410,000 tested, 0.58% active. AID 652048, 2013; in the data active = max activation above about 30%; note: 0% is about no effect; mostly tested at two doses, the higher about 12 µM
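Agonist mode: compounds and dopamine controls were applied to plated cells for 90 min at 37 degrees C after an overnight attachment at 1500 cells/well. Luminescent read-out followed 30 - 60 minutes at room temperature with DiscoveRx detection reagent.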
TDP43 rescue – qHTS of TDP-43 Inhibitors. TDP-43 expressing yeast growth rescue, BacTiter-Glo, 24 h. Potency, µM (top dose mostly 46.1 µM), without a hit: at the highest dose growth rescue (activation), most hits filed as activators. 410,000 tested, 1.8% active. AID 652104, 2013; note: potency is the fitted concentration of half-maximal effect; % of control where 0% means no effect; nearly all actives have a fitted effect of over 50% in size
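Galactose-induced TDP-43 yeast, OD600=0.02, compound pinned; 24 hr, 30 deg C; BacTiter-Glo luminescence for growth. Inhibitors of TDP-43 toxicity read as activators.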
Abeta yeast res – qHTS for compounds that reverse cellular toxicity of Amyloid beta (A-beta) peptide in yeast: Primary Screen; yeast expressing A-beta42, growth rescue, OD600, 48 h; response scale: 0% DMSO, 100% iron-clioquinol control; Potency, µM (doses to about 46.1 µM), for inactives: top-dose growth rescue, most hits filed as activators; 410,000 tested, 0.063% active; AID 1347071, 2019; note: potency is the fitted concentration of half-maximal effect; nearly all actives have a fitted effect of over 55% in size
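Growth rescue measured by 600 nm absorbance after 48 h yeast culture at 30 C with compound. Values normalized between DMSO and an equimolar ferric chloride plus clioquinol control.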
* hit, by the source's call; ? = inconclusive; . = not tested or not shown; [ ] = another dose, or the depositor's remark. Unless noted, calls come from the whole dose curve; as a rule, active = well fitted curve in the direction sought with a large enough effect; inconclusive = small, poorly fitted or top-dose-only effect, or another doubt; inactive = no such curve, though single readings can be large; an effect the other way counts as inactive or inconclusive.

nr | molecule | EPAC2 ag | EPAC2 antagonist | aSyn yeast inh | DRD3 antagonist
1 | CCOc1ccc(NS(=O)(=O)c2cc(C(=O)NCC3CCCO3)ccc2Cl)cc1 (stereo not given) | 7% | 9% | 6% | 3
2 | COc1cccc(/C=N/NC(=O)CNC(=O)/C=C\c2ccccc2)c1O | 7% | -1% | 6% | -17
3 | CN(C(=O)COC(=O)Cc1ccc(Br)cc1)c1c(N)n(Cc2ccccc2)c(=O)[nH]c1=O | 7% | 1% | -3% | -22
4 | CCOC(=O)CC1NC(=O)c2ccccc21 (stereo not given) | 7% | -2% | 4% | 4
5 | Cc1ccc(NC(=O)CCNS(=O)(=O)c2ccccc2)cc1S(=O)(=O)N1CCOCC1 | 4% | 7% | -1% | 9
6 | Cn1c(SCc2ccccc2)nc(C(F)(F)F)cc1=O | 0% | ? | 1% | 6
7 | CC1CCCCN1C(=O)CSc1n[nH]c(-c2ccccc2Cl)n1 (stereo not given) | . | . | . | .
8 | CC(OC(=O)c1ccc(-n2cnnn2)cc1)C(=O)N(C)c1ccccc1 (stereo not given) | 5% | 1% | 6% | 3
9 | COc1ccc(C(C(=O)NC(C)(C)C)N(C(=O)Cn2nnc3ccccc32)c2ccc(C(C)=O)cc2)cc1O (stereo not given) | -1% | -7% | 3% | 3
10 | C=CCn1c(CCCOc2ccc(Cl)cc2Cl)nnc1SCC(=O)Nc1nccs1 | -3% | 6% | 3% | 0
11 | CCN(C(=O)CSc1nnc(-c2ccc3c(c2)OCO3)o1)C1CCS(=O)(=O)C1 (stereo not given) | 17% | 0% | 11% | 0
12 | COc1ccc(Cl)cc1NC(=O)CCN1CCN(C)CC1 | 8% | 5% | 0% | 0
13 | CN(C(=O)CC1C(=O)NCCN1Cc1ccccc1F)C1CCOCC1 (stereo not given) | 1% | -15% | -2% | 0
14 | Cc1cc(C(=O)COC(=O)c2csc3c2CCCC3)c(C)n1C | 0% | -5% | 10% | -14
15 | Cc1ccc2c(c1)c(C)c(C)n2CC(O)Cn1nc(C)c(Br)c1C (stereo not given) | 24% | -5% | ? | 21

nr | FUS yeast rescue | DRD3 agonist | TDP43 rescue | Abeta yeast res
1 | -4% | 6 | -18% | 11%
2 | -9% | 2 | 18% | ?
3 | 7% | -5 | -2% | 1%
4 | -1% | 2 | -9% | -7%
5 | 3% | 4 | 9% | -9%
6 | 19% | -4 | -14%[9.22 µM] | 8%
7 | 2% | -3 | 10% | 4%
8 | 5% | -6 | 20% | 14%
9 | 8% | 0 | 15% | 6%
10 | 31% | 3 | -22% | 1%
11 | . | -8 | 0% | -16%
12 | 32% | -7 | -12% | 8%
13 | . | -9 | -4% | 0%
14 | 3% | -6 | 6% | 19%
15 | 47% | -2 | ? | -7%

Additional results:
nr | molecule | EPAC2 ag | EPAC2 antagonist | aSyn yeast inh | DRD3 antagonist
16 | CN(C(=O)C1CCCN(c2ncnc3c2nc2n3CCCCC2)C1)c1cccc(Cl)c1 (stereo not given) | 0% | 2% | 0% | 22
17 | O=C(N/N=C/c1cccc([N+](=O)[O-])c1)c1ccc(COc2ccccc2-c2ccccc2)cc1 | 6% | 21% | 1% | ?
18 | CCc1ccccc1N(CC(=O)NC1CCCCC1)C(=O)CCC(=O)Nc1ccccn1 | 5% | -3% | 0% | 7
19 | Cc1ccc(Nc2nnc(SCC(=O)Nc3cccc(S(=O)(=O)NC4=NCCCCC4)c3)s2)cc1 | -1% | -7% | -6% | 3
20 | CCn1c2c(c(=O)n3ncc(C(=O)Nc4ccc(OC(F)(F)F)cc4)c13)CN(Cc1ccc(OC)cc1)CC2 | . | . | . | .
21 | COc1nccnc1NS(=O)(=O)c1ccc(NS(=O)(=O)c2ccc(NC(C)=O)cc2)cc1 | 2% | 5% | -7% | -22
22 | O=c1cc(-c2ccccc2)[nH]c2cc(F)ccc12 | 5% | 7% | -3% | 0
23 | COc1cccc(CN(C)C(=O)c2csc3c2CCCC3)c1OC | 3% | -4% | 12% | -1
24 | CCOC(=O)C1CCCN(CC(=O)Nc2c(F)c(F)c(F)c(F)c2F)C1 (stereo not given) | -6% | -3% | 0% | -22
25 | C[C@@H]1C(c2cccc(Cl)c2)=NN(c2ccccc2)[C@H]1C(=O)N1CCOC1=O | 2% | -10% | 6% | 0
26 | CCOC(=O)N1CCN(C(=O)C(=O)Nc2sc3c(c2C(N)=O)CC(C)(C)OC3)CC1 | 8% | 0% | 3% | 6
27 | Cc1nc2ccn(Cc3ccco3)c(=O)c2cc1C(=O)N1CCN(c2ccccc2)CC1 | . | . | . | .
28 | O=C1C[C@H]2CCCCC(=O)N3CC[C@@H](C1)[C@@H]23 | 12% | 6% | 0% | 0
29 | CC1=C(n2nnc3ccccc32)C(c2ccccc2)C(C#N)=C(N)O1 (stereo not given) | 11% | -11% | 7% | 11
30 | CC(C)CCN(CCC(C)C)C(CO)(CO)CO | 3% | -6% | 1% | -7

nr | FUS yeast rescue | DRD3 agonist | TDP43 rescue | Abeta yeast res
16 | 19% | 3 | 16µM* | 5%
17 | . | -6 | 0% | 18%
18 | 28% | 0 | -9% | 0%
19 | ? | -8 | 4% | 3%
20 | 27% | 23 | 19% | ?
21 | -4% | -3 | -15% | 16%
22 | -26% | -40 | -6% | -4%
23 | 8% | 3 | -11%[0.397 µM] | 0%
24 | 11% | -4 | -3% | 9%
25 | -20% | 9 | 0% | -7%
26 | 4% | 5 | 11% | 11%
27 | -4% | 9 | -3% | -13%
28 | -5% | -15 | 10% | -15%
29 | 3% | 5 | 10% | 5%
30 | -5% | -8 | -14% | -12%

Additional records:
nr | molecule | EPAC2 ag | EPAC2 antagonist | aSyn yeast inh | DRD3 antagonist
31 | N#CCC(CNc1ncc(C(F)(F)F)cc1Cl)OC(=O)c1cccc([N+](=O)[O-])c1 (stereo not given) | 9% | -25% | -5% | -23
32 | O=C(C1CCN(S(=O)(=O)c2ccccc2)CC1)N1CCC1 | 7% | 4% | -1% | -2
33 | CCOc1ccc(OCC)c(NC(=O)C2CCCN(c3nc(C)cc(C)n3)C2)c1 (stereo not given) | -9% | 7% | -8% | 36
34 | O=C(NNC(=O)c1ccccc1F)c1ccc(-n2cncn2)c([N+](=O)[O-])c1 | -3% | -5% | -7% | -29
35 | CCCCOc1ccc(S(=O)(=O)NNC(=O)C2Cc3c(ccc4ccccc34)O2)cc1 (stereo not given) | -23% | -7% | 25% | 13
36 | COc1ccc(S(=O)(=O)N2CCOC2CNC(=O)C(=O)NCCc2ccccc2)cc1 (stereo not given) | 0% | -6% | 0% | 13
37 | CCN(CC)C(=O)N(CC)Cc1ccccc1 | 15% | 6%[57.1 µM] | 7% | 8
38 | c1ccc(CCN(Cc2ccccc2)Cc2nc(C3CC3)no2)cc1 | 14% | 1% | 1% | 4
39 | CN(C)C(CN=C1NS(=O)(=O)c2ccccc21)c1ccco1 (stereo not given) | 4% | 3% | 7% | -7
40 | CCOC(=O)C1CN(S(=O)(=O)c2ccc(OC)cc2)c2cc(S(=O)(=O)CC)ccc2O1 (stereo not given) | 9% | -6% | -12% | 16
41 | COC(=O)c1cc(C(=O)OC)cc(N2C(=O)CC(NNC(=O)c3ccccc3Br)C2=O)c1 (stereo not given) | 14% | 0% | 1% | 8
42 | O=c1[nH]c2cc3c(cc2cc1CN(CCO)S(=O)(=O)c1ccccc1Cl)OCCO3 | 3% | 0% | -1% | 14

nr | FUS yeast rescue | DRD3 agonist | TDP43 rescue | Abeta yeast res
31 | -42%[inhibitor] | -13 | ? | -19%
32 | -4% | 3 | 11% | 2%
33 | 38% | -9 | -28% | -37%[inhibitor]
34 | 3% | -13 | -10% | -9%
35 | 28% | 2 | 8% | 17%
36 | 23% | 2 | 17% | -3%
37 | -32% | 1 | ? | -7%
38 | 17% | 0 | -3% | 17%
39 | 23% | 1 | 9% | 1%
40 | 19% | 0 | 17% | 14%
41 | ? | 0 | -11% | 11%
42 | 28% | 15 | -5% | 24%

The list is partial (hit frequency here may not be typical).
